Compound activity deposited in PubChem BioAssay by Broad Institute.
ARNT TACC3 PPI = ARNT/TACC3 interaction disruption | Q9Y6A5 | AlphaScreen His-ARNT PAS-B/GST-TACC3 binding, luminescence; TACC3 fragment carries E629A point mutation | inhibition, % at 9.99 µM | hit rate 0.66% among 390,000 | AID 623870;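 active = mean inhibition of replicates at least 50% and at least half of replicates each reaching 50%; inconclusive = half or more replicates reach 50% but mean below 50%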;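 also: 0% = complete ARNT plus TACC3 wells and 100% = ARNT alone without TACC3; many hits fall short of the cut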
INS-1E GSIS act = primary screen for activators of insulin secretion dependent on glucose, INS-1E cells, GLuc reporter luminescence; INS-1E GLuc reporter insulin secretion, 2-3 h; activation, % at 16.6 µM; hit rate 0.61% among 370,000;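 active = lowest replicate activation of at least 40%, so every replicate reaches that level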;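 also: 0% = median of neutral control wells and 100% = median of IBMX positive control wells; some compounds called inactive have numbers as strong as hits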
PGC1a acetyl inh = lowers PGC1a acetylation signal in U2OS cells | AlphaScreen anti-acetyl-lysine; with virally co-expressed GCN5 acetyltransferase | inhibition, % at 15.6 µM | hit rate 0.17% among 350,000;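 active = every replicate shows inhibition of at least 40%; inconclusive = mean inhibition at least 40% but some replicate below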;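 also: 0% = neutral control wells and 100% = positive control wells; some results beyond the cut were filed as inactive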
PglD DTNB = blocks C. jejuni PglD acetyltransferase activity. AID 602405. purified PglD enzyme, DTNB colorimetric CoA detection. hit rate 0.098% among 360,000. inhibition, % at 12.5 µM; in the data active = inhibition above about 16%, passing the limit was not always enough; inconclusive = no clear call, values can overlap the other calls; also: strong numbers were not always called active
Statin myotox sup = protects C2C12 myotubes from simvastatin toxicity; ATP luminescence, 48 h; scaled: DMSO 0, geranylgeraniol control 100; rescue of ATP level, % at 7.49 µM; hit rate 0.78% among 330,000;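 active = mean ATP rescue above about 67%, or every replicate alone reaching that limit, limit read from the data, passing the limit was not always enough; inconclusive = no clear call, values can overlap the other calls; inactive = mean under the limit and some replicate under it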;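 also: myotubes were challenged with 10 µM simvastatin during compound exposure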
Cneo AK release = causes C. neoformans cell lysis. lysis activity, % at 15 µM. hit rate 0.2% among 360,000. AID 651654. adenylate kinase release luminescence, 4 h; normalised: neutral wells 0, clomiphene wells 100;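 active = mean lysis activity across replicates of at least 80%, whatever share of replicates individually reach that level; inactive = mean lysis activity below 80%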
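Assay system: Cryptococcus neoformans yeast cells / Dosing: single-point compound dose / Timing: 4 h at 37 °C static, read 1 h later / Measured by: luminescence of released adenylate kinase using an AK detection reagent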
PAX8 inh HTS = lowers PAX8-driven luciferase in RMG-I cells; RMG-I TPO-luciferase reporter, SteadyGlo, 24 h; inhibition, % at 12.6 µM; AID 652154; hit rate 1.2% among 360,000;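 active = mean replicate inhibition at least 60% with every replicate also reaching 60%; inconclusive = only one of the two criteria is met; inactive = mean below 60% and not all replicates reaching 60%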;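 also: luciferase light reporting Pax8 driven TPO promoter activity; plate controls were median of neutral control wells for no effect and mitoxantrone controls for full effect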
LGR2 inh = blocks bursicon-induced cAMP signaling via Drosophila LGR2; HEK293 LGR2, CRE-luciferase, bursicon-stimulated, 4 h; inhibition, % at 9.99 µM; hit rate 0.35% among 380,000; AID 720647;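 active = drop in luminescence signal, shown as inhibition above about 50% in the replicate tests, limit read from the data, passing the limit was not always enough; inconclusive = probably only some replicates passing the limit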;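 also: agonist challenge used bursicon conditioned medium at about half maximal strength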
Active calls of the source: *; ? = inconclusive; . = not tested or not shown.

no.	mol	ARNT TACC3 PPI	INS-1E GSIS act	PGC1a acetyl inh	PglD DTNB
1	Cc1ccc(S(=O)(=O)N(C)C[C@H]2Oc3ccc(NC(=O)CCCN(C)C)cc3C(=O)N([C@H](C)CO)C[C@H]2C)cc1	-3	7	4	2
2	CC(C)NC(=O)N(C)C[C@H]1Oc2ccc(NC(=O)CCN3CCOCC3)cc2C(=O)N([C@@H](C)CO)C[C@@H]1C	-6	10	6	-2
3	CC1CCCCN1Cc1c(O)ccc2c(=O)c(-c3ccccc3)coc12 (stereo unspecified)	-1	6	3	4
4	C[C@@H]1CN([C@H](C)CO)C(=O)c2cccc(NS(=O)(=O)c3cccs3)c2O[C@H]1CN(C)C	-8	10	-3	3
5	C[C@@H]1Cn2cnc(C(=O)NCc3ccc(CNC(=O)OC(C)(C)C)cc3)c2C(=O)N1	.	4	-17	0
6	COc1cc(SC)ccc1C(=O)Nc1ccc2c(c1)CCN2S(C)(=O)=O	4	.	29	-1
7	O=C(c1ccc(CNS(=O)(=O)c2cccc(Cl)c2)cc1)N1CCCCC1	-1	28	0	-2
8	CO[C@H]1CN(C)C(=O)c2ccc(NC(=O)Nc3cc(F)ccc3F)cc2OC[C@H](C)N(C(=O)c2cnccn2)C[C@H]1C	.	-21	-5	.
9	COc1ccc(CN2[C@@H](CC(=O)O)c3cc(C(F)(F)F)ccc3S2(=O)=O)cc1	.	6	.	1
10	CNC[C@@H]1Oc2ccc(NC(=O)Nc3c(C)noc3C)cc2C(=O)N([C@H](C)CO)C[C@@H]1C	-29	7	5	0
11	O=C1CCC[C@H]2c3[nH]c4ccccc4c3CCN12	3	.	-5	1
12	CC(C)Cn1c(N)c(C(=O)CSc2ccccc2)c(=O)n(C)c1=O	-5	.	-1	2

no.	Statin myotox sup	Cneo AK release	PAX8 inh HTS	LGR2 inh
1	6	53	-2	-11
2	15	2	-19	1
3	5	1	13	-70
4	2	50	-10	10
5	27	1	-11	-19
6	-41	0	.	.
7	6	-2	16	18
8	-11	.	.	7
9	17	-4	-7	6
10	-9	-5	-25	-34
11	1	-2	.	.
12	22	3	-37	-17

(more compounds)
no.	mol	ARNT TACC3 PPI	INS-1E GSIS act	PGC1a acetyl inh	PglD DTNB
13	O=C(N/N=C/c1cc(Br)ccc1O)Nc1ccccc1	-9	-27	.	5
14	CO[C@@H]1CN(C)C(=O)c2ccc(NC(=O)c3ccccc3F)cc2OC[C@@H](C)N(C)C[C@H]1C	.	6	7	.
15	Cc1cccc(NS(=O)(=O)c2cc(C(=O)NCc3ccccn3)ccc2C)c1	1	10	.	-1
16	CC1CCCCC12NC(=O)N(CC(=O)N1CCN(S(=O)(=O)Cc3ccccc3)CC1)C2=O (stereo unspecified)	-5	9	3	-1
17	Cc1cccc(NC(=O)c2cccc(NC(=O)c3ccco3)c2)c1	4	9	3	-5
18	c1ccc(-n2cnnc2SCc2cn3cccnc3n2)cc1	-4	-1	4	-4
19	Cc1ccc(-c2nc3ncccc3o2)cc1NC(=O)c1cc2ccccc2o1	-6	.	-1	-3
20	COc1cccc(N2CCN(Cc3ncc(-c4ccccc4)o3)CC2)c1	-2	-18	.	0
21	CCCCC(=O)Nc1sc2c(c1C#N)CC(C)(C)OC2	-10	3	.	0
22	Cc1nn(CC(=O)NCCCc2ccccc2)c(=O)c2cccn12	0	.	8	0
23	Cn1c(N)c(C(=O)COC(=O)C2=NNC(=O)CC2)c(=O)n(C)c1=O	-8	12	8	5
24	C[C@H](NC(=O)C[C@H]1CC[C@H]2[C@@H](COc3ccc(NC(=O)C4CCOCC4)cc3C(=O)N2C)O1)c1ccccc1	4	9	10	-1

no.	Statin myotox sup	Cneo AK release	PAX8 inh HTS	LGR2 inh
13	.	-2	7	4
14	.	.	-19	-12
15	-4	1	2	13
16	-12	16	5	13
17	-17	3	10	-5
18	86*	8	.	?
19	-46	-1	.	.
20	-5	0	12	13
21	-1	-9	-97	-38
22	3	0	.	.
23	-41	-3	12	-6
24	13	5	-3	-15

Next part.
no.	mol	ARNT TACC3 PPI	INS-1E GSIS act	PGC1a acetyl inh	PglD DTNB
25	CC(C)n1c(S(=O)(=O)O)nc2ccccc21	-22	.	-2	1
26	O=C(N/N=C\c1ccc([N+](=O)[O-])o1)c1cncc(Br)c1	33	-5	14	1
27	CC1=C(C(=O)NC2CCCCC2C)C2(CCC(C)CC2)OC1=O (stereo unspecified)	2	4	.	-1
28	O=C(Oc1coc(CSc2nnc(NC(=O)C3CC3)s2)cc1=O)c1c(F)cccc1F	-3	-1	6	63*
29	CCc1ccc(NC(=O)NCC2CCN(c3ccc(OC)cc3)C2)cc1 (stereo unspecified)	-5	7	0	2
30	C[C@H]1CN([C@@H](C)CO)C(=O)Cc2cc(NS(C)(=O)=O)ccc2O[C@@H]1CN(C)CC1CCCCC1	1	14	.	-2
31	COc1ccc(F)c(CN(C)CC2CCCN(CCc3ccc(F)cc3)C2)c1 (stereo unspecified)	3	-6	-29	-1
32	CCN(CC)C(=O)Cn1cc(/C=C(\C#N)C(=O)NC2CC2)c2ccccc21	1	-2	1	3
33	COc1cc(NC(=O)c2ccc(NC3=NC4CS(=O)(=O)CC4S3)cc2)cc(OC)c1OC (stereo unspecified)	-3	-3	-1	9
34	CCCc1cn(CC[C@H]2CC[C@H](NC(=O)Cc3cccnc3)[C@@H](CO)O2)nn1	-9	2	0	0
35	O=C(CSc1ccccc1C(=O)O)NCc1ccc(Cl)cc1	-4	1	.	1
36	C[C@@H]1CN([C@H](C)CO)C(=O)c2cc(/C=C/c3ccccc3)cnc2O[C@@H]1CN(C)C(=O)NC1CCCCC1	0	-10	6	3

no.	Statin myotox sup	Cneo AK release	PAX8 inh HTS	LGR2 inh
25	8	0	.	.
26	.	0	29	-5
27	13	-1	-7	-13
28	21	4	-12	-3
29	-4	1	14	1
30	30	-2	10	-3
31	-2	13	21	.
32	43	3	18	19
33	5	0	-9	9
34	-8	3	-10	8
35	.	4	30	-19
36	-13	-16	-5	-19

Quoted at random: 3 entries already listed.
no.	mol	ARNT TACC3 PPI	INS-1E GSIS act	PGC1a acetyl inh	PglD DTNB
31	COc1ccc(F)c(CN(C)CC2CCCN(CCc3ccc(F)cc3)C2)c1 (stereo unspecified)	3	-6	-29	-1
27	CC1=C(C(=O)NC2CCCCC2C)C2(CCC(C)CC2)OC1=O (stereo unspecified)	2	4	.	-1
35	O=C(CSc1ccccc1C(=O)O)NCc1ccc(Cl)cc1	-4	1	.	1

no.	Statin myotox sup	Cneo AK release	PAX8 inh HTS	LGR2 inh
31	-2	13	21	.
27	13	-1	-7	-13
35	.	4	30	-19

Next section:
no.	mol	ARNT TACC3 PPI	INS-1E GSIS act	PGC1a acetyl inh	PglD DTNB
37	CCCN1C[C@H](C)[C@H](OC)CN(C)C(=O)c2cc(NS(=O)(=O)c3ccccc3)ccc2OC[C@H]1C	.	3	10	2
38	CN(C)CC#Cc1ccc([C@H]2[C@H]3CN(C(=O)Nc4cc(F)ccc4F)CCCCN3[C@H]2CO)cc1	-1	-8	3	2
39	CNC[C@H]1OCCCC[C@@H](C)Oc2ccc(NC(=O)Nc3cccc4ccccc34)cc2C(=O)N([C@@H](C)CO)C[C@H]1C	11	-4	18	5
40	C[C@@H]1CCCCO[C@@H](CN(C)C)[C@H](C)CN([C@@H](C)CO)C(=O)c2cc(NC(=O)Nc3ccc(C(F)(F)F)cc3)ccc2O1	6	-1	12	0
41	C[C@@H]1[C@@H](Sc2ccccc2)CC(=O)O[C@@H]1c1ccc(-c2ccccc2)cc1	.	.	.	0
42	O=C(COc1ccc(F)cc1Cl)Nc1ccccc1C(=O)N1CCCCC1	3	-4	1	0
43	CCN(CC)C1CCN(Cc2cn[nH]c2-c2ccc(OC)c(F)c2)C1 (stereo unspecified)	3	12	1	.
44	CCc1ccc(N2C(=O)Cc3c2nc(N)c(C#N)c3N)cc1	0	0	2	-5
45	CCN(CC(=O)NCc1cccs1)C(=O)CN(C)S(=O)(=O)c1ccc(C)cc1	-2	3	.	.
46	CC(C)n1c(C(O)c2ccccc2)nc2ccccc21 (stereo unspecified)	1	16	2	-3
47	COc1ccc(-c2noc(N3CCC(C(=O)NC(C)c4ccccc4)CC3)n2)cc1 (stereo unspecified)	-4	13	.	2
48	CC(C)CCC(C(=O)O)C(C)CC(=O)NC1CCCCC1 (stereo unspecified)	-3	.	-3	-1

no.	Statin myotox sup	Cneo AK release	PAX8 inh HTS	LGR2 inh
37	-9	1	-8	-5
38	.	1	-4	-5
39	13	4	24	17
40	-26	59	21	3
41	7	-1	24	42
42	8	-4	-18	-20
43	.	.	-6	27
44	-49	4	.	-27
45	13	.	-13	-6
46	-2	5	.	14
47	8	-2	16	19
48	.	1	.	.

Next part
no.	mol	ARNT TACC3 PPI	INS-1E GSIS act	PGC1a acetyl inh	PglD DTNB
49	Cc1nc2cc(NC(=O)N3CCC(c4ccccc4)C3)ccc2n1C (stereo unspecified)	-8	-4	2	0
50	Cc1ccccc1S(=O)(=O)N1CC(=O)N2[C@H](CO)[C@H](c3ccc(C#CCC(C)C)cc3)[C@@H]2C1	.	-26	-1	.
51	COc1ccc(-c2cc3nc(NCc4ccc(N(C)C)cc4)n(C)c(=O)c3s2)cc1OC	.	5	9	-7
52	Cc1ccc(Oc2ccc(-c3nc(N)nc(N)n3)cc2)cc1C	-5	-3	5	-2
53	COc1cccc(CNC(=O)CCC2CCCN(C(=O)Cc3ccccc3F)C2)c1 (stereo unspecified)	-31	12	-15	.
54	OC(c1ccc2ccccc2c1)c1ncc(-c2cccc3ccccc23)[nH]1 (stereo unspecified)	.	.	.	1
55	O=P(O)(Cc1ccccc1)Cc1ccccc1	-6	2	1	2
56	Cc1ccc(S(=O)(=O)Oc2ccc(/C=C3\C(=N)N4N=C(S(C)(=O)=O)SC4=NC3=O)cc2)cc1	5	18	12	1

no.	Statin myotox sup	Cneo AK release	PAX8 inh HTS	LGR2 inh
49	-15	0	.	-12
50	.	.	-30	14
51	5	0	6	74*
52	23	2	.	-29
53	.	.	9	2
54	16	4	-9	10
55	9	6	8	4
56	4	19	-15	-2

Quoted from above: entries 28–29
no.	mol	ARNT TACC3 PPI	INS-1E GSIS act	PGC1a acetyl inh	PglD DTNB
28	O=C(Oc1coc(CSc2nnc(NC(=O)C3CC3)s2)cc1=O)c1c(F)cccc1F	-3	-1	6	63*
29	CCc1ccc(NC(=O)NCC2CCN(c3ccc(OC)cc3)C2)cc1 (stereo unspecified)	-5	7	0	2

no.	Statin myotox sup	Cneo AK release	PAX8 inh HTS	LGR2 inh
28	21	4	-12	-3
29	-4	1	14	1
